# West Nile antiviral: West Nile virus antiviral activity, cell-based, CPE readout (AID 1621) | CPE inhibition, % at 10 µM, or IC50 in µM where a hit was titrated | West Nile virus-infected cells, CPE inhibition; higher % means a stronger effect | 0.02% of 290,000 active; in the data active means a potency from the dose series; further: strong numbers were not always called active
# Rac1 GTP hydrolysis: MgcRacGAP GTPase-activating activity inhibitors, confirmation, biochemical, ADP Hunter fluorescence; MgcRacGAP-stimulated Rac1 GTP hydrolysis, ADP Hunter fluorescence; higher % means a stronger effect; GST-tagged Rac1 F28L mutant substrate; AID 624330; 0.6% of 340,000 active; inhibition, % at 30 µM; hits with a dose series show IC50 in µM;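 active means first-screen hits whose inhibition reached a set limit at any dose in the follow-up dose series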;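 further: fluorescence reports GDP produced by GAP-driven GTP hydrolysis; strong numbers were not always called active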
# NS5 inhibitors: Dengue-2 NS5 methyltransferase inhibitors, primary screen, biochemical, confirmation dose response (AID 588689); Dengue-2 NS5 methyltransferase capping enzyme assay, biochemical; higher % means a stronger effect; inhibition, % at 25 µM; hits with a dose series show IC50 in µM; 0.3% of 340,000 active; in the data active means a potency from the dose series
# RSV antiviral HEp-2: RSV antiviral activity via CPE protection, HEp-2 cells, primary 10 µM value included (AID 2391). HEp-2 cells, RSV-induced CPE inhibition; higher % means a stronger effect. 0.13% of 310,000 active. one-dose CPE inhibition, % at 10 µM; IC50 in µM for titrated hits; in the data active means a potency from the dose series; further: strong numbers were not always called active
# GPR35 arrestin U2OS: inhibition of zaprinast-stimulated GPR35 beta-arrestin translocation – imaging, U2OS, beta-arrestin-GFP, zaprinast agonist, primary screen (AID 2058); U2OS GPR35 beta-arrestin-GFP translocation imaging, zaprinast antagonism; higher % means a stronger effect; inhibition, % at 10 µM; hits with a dose series show IC50 in µM; 0.052% of 290,000 active;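 active means inhibition of at least 50% with at least 30 cells and total cytoplasm GFP at most 10,000,000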
# PhoP inhibition: PhoP-dependent GFP reporter repression – Salmonella Typhimurium, primary screen (AID 1863); one-dose inhibition, % at 50 µM; IC50 in µM for titrated hits; 0.16% of 300,000 active; S. Typhimurium PhoP-regulated promoter GFP reporter, 4 h; higher % means a stronger effect;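 active means inhibition over 29.93%, a cutoff 3 SD above the screen mean, later confirmed by dose response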;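 further: 0% = low Mg2+ inducing control and 100% = high Mg2+ repressing control; strong numbers were not always called active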
# Large T inhibition: TAg ATPase/helicase activity blockers – biochemical (AID 1903); SV40 large T antigen ATPase/helicase inhibition assay; higher % means a stronger effect; one-dose inhibition, % at 20 µM; IC50 in µM for titrated hits; 0.39% of 310,000 active; in the data active means a potency from the dose series; further: strong numbers were not always called active
# ER stress rescue: protection against thapsigargin-triggered cell killing – 384-well, CSM14.1, ATP luminescence, primary screen (AID 1222); CSM14.1 thapsigargin-induced death rescue, ATP luminescence; higher % means a stronger effect; 190,000 tested, under 10 active; one-dose cellular ATP content (survival), % at 20 µM; EC50 in µM for titrated hits;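 active means EC50 below 50 µM in the dose-response confirmation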;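 further: death triggered by thapsigargin at about 15 µM added after 2 h compound pretreatment; cell ATP read after overnight thapsigargin exposure of roughly 18 to 22 hours; normalized against plate controls of thapsigargin alone and 5% DMSO vehicle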
# LYP inhibition: PTPN22 lymphoid phosphatase activity blockers – biochemical, fluorescence intensity, uHTS (AID 1779). recombinant LYP phosphatase, fluorescence intensity; higher % means a stronger effect. one-dose inhibition, % at 11.5 µM; IC50 in µM for titrated hits. 0.054% of 290,000 active; in the data active means inhibition above about 50%;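 further: plate controls were vehicle with enzyme for no effect and no enzyme for full effect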
# NS5 inhibitors pilot replicate: also measured in NS5 inhibitors; calls as there; inhibition, %; measured here: pilot screen replicate inhibition
# * hit, by the source's call; . = no result given; & = joins results of further samples.
# A first look (eleven entries):
SMILES,West Nile antiviral,Rac1 GTP hydrolysis,NS5 inhibitors,RSV antiviral HEp-2,GPR35 arrestin U2OS,PhoP inhibition,Large T inhibition,ER stress rescue,LYP inhibition,others
CCn1c(=NC(=O)CS(=O)(=O)c2ccc(C)cc2)sc2cccc(OC)c21,.,5%,1%,9.1%,.,-3%,10%,.,.,
O=S(=O)(c1cc(F)cc(F)c1)N1CCN(c2ncccn2)CC1,-0.1%,10%,-8%,1.2%,-2%,4%,16%,0.1%,-2%,
O=C(c1cc(Cl)ccc1Cl)N1CCOCC1,0.3%,-4%,-4%,-0.8%,-15%,-2%,7%,0.8%,-2%,
Cc1ccccc1N1Cc2ccccc2C1,-0.1%,6%,-2%,2.5%,-16%,-5%,11%,0.0%,8%,
COCCNC(=O)Cn1ccc2cc(S(=O)(=O)N3CCCCC3)ccc21,0.1%,14%,-8%,2.3%,21%,-3%,12%,.,-9%,
Fc1ccc(N2CCN(c3nc(-c4ccco4)cc(C(F)(F)F)n3)CC2)cc1,-0.4%,6%,-2%,17%,12%,-5%,15%,-0.4%,-6%,
Cc1onc(-c2c(F)cccc2Cl)c1C(=O)Nc1sc2c(c1C(N)=O)CCC2,1.8%,4%,-1%,4.9%,-8%,5%,13%,-1.0%,5%,
O=C(OC1CCOC1=O)c1cccc(S(=O)(=O)N2CCc3ccccc3C2)c1 (stereo not drawn),-0.3%,10%,4%,0.1%,11%,0%,0%,-1.1%,-8%,
Cc1ccccc1N(C(=O)CCC(=O)Nc1ccccn1)C(C(=O)NC(C)C)c1ccc(O)cc1 (stereo not drawn),-0.1%,-5%,-9%,.,4%,1%,22%,-0.9%,-6%,
O=C(c1ccc(CN2CCOCC2)cc1)N1CCN(Cc2ccccc2)CC1,-0.3%,1%,-3%,0.3%,-6%,5%,4%,0.6%,-8%,
COCCCNC(=O)CSc1ccc(Cl)cc1,0.4%,4%,-9%,0.8%,9%,9%,2%,.,-1%,

# Results (from the top)
SMILES,West Nile antiviral,Rac1 GTP hydrolysis,NS5 inhibitors,RSV antiviral HEp-2,GPR35 arrestin U2OS,PhoP inhibition,Large T inhibition,ER stress rescue,LYP inhibition,others
CCn1c(=NC(=O)CS(=O)(=O)c2ccc(C)cc2)sc2cccc(OC)c21,.,5%,1%,9.1%,.,-3%,10%,.,.,
O=S(=O)(c1cc(F)cc(F)c1)N1CCN(c2ncccn2)CC1,-0.1%,10%,-8%,1.2%,-2%,4%,16%,0.1%,-2%,
O=C(c1cc(Cl)ccc1Cl)N1CCOCC1,0.3%,-4%,-4%,-0.8%,-15%,-2%,7%,0.8%,-2%,
Cc1ccccc1N1Cc2ccccc2C1,-0.1%,6%,-2%,2.5%,-16%,-5%,11%,0.0%,8%,
COCCNC(=O)Cn1ccc2cc(S(=O)(=O)N3CCCCC3)ccc21,0.1%,14%,-8%,2.3%,21%,-3%,12%,.,-9%,
Fc1ccc(N2CCN(c3nc(-c4ccco4)cc(C(F)(F)F)n3)CC2)cc1,-0.4%,6%,-2%,17%,12%,-5%,15%,-0.4%,-6%,
Cc1onc(-c2c(F)cccc2Cl)c1C(=O)Nc1sc2c(c1C(N)=O)CCC2,1.8%,4%,-1%,4.9%,-8%,5%,13%,-1.0%,5%,
O=C(OC1CCOC1=O)c1cccc(S(=O)(=O)N2CCc3ccccc3C2)c1 (stereo not drawn),-0.3%,10%,4%,0.1%,11%,0%,0%,-1.1%,-8%,
Cc1ccccc1N(C(=O)CCC(=O)Nc1ccccn1)C(C(=O)NC(C)C)c1ccc(O)cc1 (stereo not drawn),-0.1%,-5%,-9%,.,4%,1%,22%,-0.9%,-6%,
O=C(c1ccc(CN2CCOCC2)cc1)N1CCN(Cc2ccccc2)CC1,-0.3%,1%,-3%,0.3%,-6%,5%,4%,0.6%,-8%,
COCCCNC(=O)CSc1ccc(Cl)cc1,0.4%,4%,-9%,0.8%,9%,9%,2%,.,-1%,
Cc1c(C(C)(C)O)[nH]c2ccc(C(F)(F)F)cc12,-1.1%,1%,6%,37%,10%,.,3%,.,-10%,
COC(=O)c1ccccc1NC(=O)CSc1nnc(-c2cccnc2)o1,0.0%,1%,4%,0.4%,16%,10%,11%,.,-8%,
CC1(C)O[C@@H]2[C@@H](CO[C@@]3(COS(N)(=O)=O)OC(C)(C)O[C@@H]23)O1,0.1%,.,.,-2.1%,-4%,-6%&-7%,-2%&2%,-2.0%,-7%,
CN(C)c1ccc(/C=N/NC(=O)c2ccco2)cc1,-0.5%,22%,-10%,1.5%,-6%,1%,22%,-3.9%,0%,
CC1CCc2nc3sc4c(c3c(N)c2C1)CCCC4 (stereo not drawn),-2.0%,12%,-2%,11%,1%,-6%,3%,-1.0%,0%,
COc1ccc(/C=N/NC(=O)c2ccc3nc[nH]c3c2)c(OC)c1OC,-0.1%,.,.,-0.8%,-6%,3%,7%,.,-5%,
Cc1nn(C)cc1C(C(=O)NC1CCCCC1)N(Cc1ccccc1Cl)C(=O)c1cnccn1 (stereo not drawn),-0.8%,7%,-13%,-0.8%,0%,.,.,-1.3%,-7%,
CC(=O)N1CCc2cc(S(=O)(=O)NC(CC(C)C)C(=O)N3CCn4c3nc3ccccc34)ccc21 (stereo not drawn),0.2%,4%,-3%,-0.4%,-2%,-1%,-6%,-1.3%,-4%,
COc1cc(Cn2c(C(=O)O)cc3sccc32)cc(OC)c1OC,.,5%,1%,.,8%,-2%,4%,-2.1%,0%,
CC1CC(C)CN(S(=O)(=O)c2ccc(F)c(C(=O)Nc3ccc(Cl)cc3F)c2)C1 (stereo not drawn),-1.0%,3%,-3%,-2.0%,-18%,-5%,7%,-0.7%,-9%,
O=C(CSc1nc2ccccc2s1)N1c2ccccc2Sc2ccc(Cl)cc21,.,1%,-7%,7.7%,9%,9%,-3%,-1.4%,8%,
CCC(Oc1ccccc1C)C(=O)Nc1ccc(S(=O)(=O)Nc2cc(C)on2)cc1 (stereo not drawn),0.5%,4%,1%,1.9%,-9%,3%,1%,.,-11%,
Cn1c(CNC(=O)CCNC(=O)c2ccc(Br)cc2)cc(=O)n(C)c1=O,-0.3%,-2%,-6%,0.2%,-1%,-3%,8%,.,-6%,
COc1cc2c(cc1OC)C(C(=O)NCCN(C)C)C(c1cccs1)N(C)C2=O (stereo not drawn),1.1%,-4%,1%,2.2%,-3%,-7%,4%,-1.5%,-6%,
CCc1ccc(NC(=O)c2cc(-c3ccco3)on2)cc1,0.6%,10%,-25%,-1.4%,4%,-6%,6%,-2.4%,-1%,
Cc1ccc(CNCc2cccnc2)s1,0.0%,3%,-16%,-1.1%,23%,2%,6%,1.4%,-3%,
O=C(Nc1ccc(/C=C/c2nc3ccccc3o2)cc1)c1ccc(F)cc1,-0.2%,12%,0%,-0.5%,-1%,-12%,12%,1.0%,-3%,
CCCCN1CCc2[nH]c(=S)[nH]c(=O)c2C1,-0.5%,-1%,3%,0.2%,2%,-4%,17%,-1.0%,-6%,
COc1ccc(C)cc1S(=O)(=O)Nc1cccc(-c2cn3cccnc3n2)c1,0.1%,4%,3%,4.4%,-5%,-3%,13%,.,-19%,
O=C(Nn1cnnc1)c1cc2cc(Br)ccc2oc1=O,0.2%,6%,-3%,0.2%,-3%,8%,3%,-0.7%,-3%,
COc1ccc2nc(NC(=O)C3CCCN3S(=O)(=O)c3ccc(C)cc3)sc2c1 (stereo not drawn),0.2%,-9%,3%,1.1%,9%,33%,-4%,-0.9%,3%,
CC(C)C(=O)Nc1ccc(NC(=O)c2ccc3c(c2)OCO3)cc1,-0.8%,2%,-2%,1.4%,-9%,2%,11%,.,-7%,
CC1CCOC2(O1)C(=O)N(CN1CCN(c3cccc(Cl)c3)CC1)c1ccccc12 (stereo not drawn),0.0%,16%,-7%,1.2%,10%,0%,7%,-2.1%,-7%,
CNC(=O)c1c(NC(=O)CCS(=O)(=O)c2ccccc2)sc(C)c1C,.,5%,3%,0.4%,.,0%,4%,.,.,
O=C(Nc1ccccc1)c1c(F)cccc1F,0.0%,11%,-5%,-0.5%,-12%,19%,10%,1.3%,-10%,
CC(C)(C)OC(=O)N[C@@H](COCc1ccccc1)C(=O)N[C@@H](CO)[C@H](O)[C@@H]1C[C@@H]1C(=O)NC1CC1,-0.1%,-4%,-1%,-0.1%,5%,2%,2%,.,-16%,
Cc1ccc(CSC2=Nc3ccccc3C3=NC(CCC(=O)NCc4ccco4)C(=O)N23)cc1 (stereo not drawn),0.3%,7%,4%,21%,0%,1%,14%,-0.9%,-4%,
O=C(NC1CCCC1)c1cc(-c2ccccc2O)on1,-0.3%,7%,-6%,0.8%,13%,-8%,5%,.,-12%,
CC1(C)CC2CC(C)(CN2Cc2cccc([N+](=O)[O-])c2)C1 (stereo not drawn),-0.6%,11%,.,0.1%,0%,10%,3%,.,-5%,

# A draw from above in order of count of non-hydrogen atoms, smallest number first:
SMILES,West Nile antiviral,Rac1 GTP hydrolysis,NS5 inhibitors,RSV antiviral HEp-2,GPR35 arrestin U2OS,PhoP inhibition,Large T inhibition,ER stress rescue,LYP inhibition,others
Cc1c(C(C)(C)O)[nH]c2ccc(C(F)(F)F)cc12,-1.1%,1%,6%,37%,10%,.,3%,.,-10%,
CC1(C)O[C@@H]2[C@@H](CO[C@@]3(COS(N)(=O)=O)OC(C)(C)O[C@@H]23)O1,0.1%,.,.,-2.1%,-4%,-6%&-7%,-2%&2%,-2.0%,-7%,
COc1ccc(/C=N/NC(=O)c2ccc3nc[nH]c3c2)c(OC)c1OC,-0.1%,.,.,-0.8%,-6%,3%,7%,.,-5%,

# (cont.)
SMILES,West Nile antiviral,Rac1 GTP hydrolysis,NS5 inhibitors,RSV antiviral HEp-2,GPR35 arrestin U2OS,PhoP inhibition,Large T inhibition,ER stress rescue,LYP inhibition,others
C=CCn1c(CNS(=O)(=O)c2ccc(Cl)cc2)n[nH]c1=S,-1.1%,12%,-1%,1.5%,0%,-6%,29%,.,-8%,
Cc1cccc(CN2CCN(CC(=O)NCc3cccs3)C2=O)c1,-0.6%,4%,-7%,-0.1%,-5%,15%,4%,-0.8%,-5%,
CN(C)S(=O)(=O)N1CCC(Oc2ccc(C(=O)NCc3cnn(C)c3)cc2)CC1,-0.6%,-13%,-9%,14%,6%,-7%,-8%,0.0%,-8%,
C/C(CC(=O)NCc1ccc(F)cc1)=N\NC(N)=S,-0.6%,6%,2%,0.6%,-3%,10%,14%,0.7%,0%,
O=C(C1COc2ccccc2O1)N1CCCC1 (stereo not drawn),-0.1%,9%,3%,1.0%,7%,4%,19%,0.4%,-17%,NS5 inhibitors pilot replicate=0.1
Cc1ccc(C(=O)c2cc([N+](=O)[O-])ccc2N2CCCCC2)cc1,-1.9%,-3%,-3%,7.7%,13%,-5%,15%,-2.0%,8%,
Cc1ccc(NC(=O)Cn2cnc3c(nnn3Cc3ccc(F)cc3)c2=O)cc1,-0.2%,4%,.,2.8%,-8%,3%,2%,3.4%,-7%,
COc1ccccc1C(=O)NC(CCSC)C(=O)NNC(=O)c1csc(N2CCOCC2)n1 (stereo not drawn),0.2%,7%,-10%,2.1%,-13%,2%,16%,.,-6%,
CNS(=O)(=O)c1ccc2c3c(cccc13)C(=O)N2C,0.7%,6%,-5%,2.2%,-7%,4%,6%,.,-9%,
COC(=O)c1cc(OC)c(OC)cc1NC(=S)N1CCN(c2ccccn2)CC1,-1.0%,5%,-9%,-0.4%,4%,0%,-2%,-0.2%,0%,
COc1ccc(NC(=S)N(CCCN2CCCC2)Cc2ccco2)cc1,0.0%,6%,-1%,-2.3%,-4%,0%,7%,-1.6%,-4%,

# Screening results as filed in PubChem.
